# PfG6PD inh: PfG6PD (Plasmodium falciparum) enzyme inhibition | AID 504690 | inhibition, % at 20 µM | PfGluPho enzyme, NADPH resazurin-diaphorase fluorescence | actives 0.78% (n = 350,000);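 active = inhibition reaching at least a set limit at 20 µM in the primary screen, cut at about 59% in these data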;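 note: 0% = DMSO wells with substrate and 100% = DMSO wells lacking glucose-6-phosphate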
# SENP1 inh: SENP1 (human) catalytic domain inhibition; Q9P0U3; recombinant SENP1 catalytic domain, CyPet-SUMO1-YPet FRET cleavage; inhibition, % at 10 µM; actives 0.21% (n = 360,000); AID 624204;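 active = inhibition at least 30% at 10 µM, raw YFP signal under a set limit, fluorescence ratio 0.5 to 1.5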;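 note: 0% = enzyme with DMSO and 100% = no enzyme wells; some results filed as inactive read as strong as hits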
#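 Test system: hSENP1 catalytic domain, recombinant; Amount: 20 pM final SENP1 enzyme; Medium: Tris pH 8 buffer plus EDTA, NaCl, BME, BSA, NP40, catalase; Schedule: 50 min enzyme reaction, room temperature, light-protected; Technique: FRET fluorescence in CFP and YFP emission channels; Controls: no-enzyme wells low, DMSO-plus-enzyme wells high control.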
# NLRP3 yeast inh: inhibitors of NALP3 inflammasome in yeast; actives 0.39% (n = 330,000); Yeast reconstituted NLRP3/ASC/caspase-1, beta-gal luminescence, 24 h; AID 2825; inhibition, % at 10 µM;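 active = inhibition of 50% or more; inactive = inhibition below 50%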;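 note: plate controls were induced DMSO wells for no effect and uninduced yeast grown without galactose for full effect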
# Apaf1 inhib: blocks human Apaf-1 apoptosome activity. reconstituted apoptosome caspase-3 activity, DEVD-Rh110 fluorescence. actives 0.71% (n = 330,000). O14727. inhibition, % at 20 µM; active = inhibition of at least 40% at 20 µM;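 note: plate controls were DMSO wells for no effect and DEVD-CHO caspase inhibitor wells for full effect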
# Target sequence (O14727 whole entry, looked up): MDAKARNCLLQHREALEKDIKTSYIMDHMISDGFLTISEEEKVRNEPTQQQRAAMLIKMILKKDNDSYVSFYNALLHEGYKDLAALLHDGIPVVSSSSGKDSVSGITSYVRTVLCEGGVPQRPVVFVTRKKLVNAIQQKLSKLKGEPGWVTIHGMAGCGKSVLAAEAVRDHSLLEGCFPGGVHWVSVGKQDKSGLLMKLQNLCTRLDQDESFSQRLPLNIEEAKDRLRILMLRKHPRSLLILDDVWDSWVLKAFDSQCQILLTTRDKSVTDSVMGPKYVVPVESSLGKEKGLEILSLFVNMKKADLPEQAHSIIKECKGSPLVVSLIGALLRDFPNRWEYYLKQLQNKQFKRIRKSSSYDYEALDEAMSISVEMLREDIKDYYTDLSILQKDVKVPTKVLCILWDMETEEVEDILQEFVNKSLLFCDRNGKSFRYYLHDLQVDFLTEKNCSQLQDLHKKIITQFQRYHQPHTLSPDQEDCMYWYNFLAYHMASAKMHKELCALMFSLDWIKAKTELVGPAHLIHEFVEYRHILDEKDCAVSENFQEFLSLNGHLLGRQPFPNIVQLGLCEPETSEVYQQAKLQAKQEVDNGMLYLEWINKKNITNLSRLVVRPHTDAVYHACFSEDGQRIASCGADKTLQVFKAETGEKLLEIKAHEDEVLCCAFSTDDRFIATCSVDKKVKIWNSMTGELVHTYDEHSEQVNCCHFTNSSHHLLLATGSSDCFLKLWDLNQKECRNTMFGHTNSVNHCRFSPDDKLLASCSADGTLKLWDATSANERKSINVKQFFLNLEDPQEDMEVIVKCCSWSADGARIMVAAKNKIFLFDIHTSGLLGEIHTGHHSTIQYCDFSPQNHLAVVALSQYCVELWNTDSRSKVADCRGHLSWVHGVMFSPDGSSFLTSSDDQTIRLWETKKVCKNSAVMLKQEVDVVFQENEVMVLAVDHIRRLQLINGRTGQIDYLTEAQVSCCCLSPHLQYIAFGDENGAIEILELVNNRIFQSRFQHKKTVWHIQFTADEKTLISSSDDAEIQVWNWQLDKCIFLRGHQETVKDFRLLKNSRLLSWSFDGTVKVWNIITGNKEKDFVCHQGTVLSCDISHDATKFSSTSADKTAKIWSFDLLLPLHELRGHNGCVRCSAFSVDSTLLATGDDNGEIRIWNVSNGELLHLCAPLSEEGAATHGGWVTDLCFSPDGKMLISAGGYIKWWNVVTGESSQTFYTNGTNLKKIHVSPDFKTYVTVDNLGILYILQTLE
#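 Medium: Hepes buffer, pH 7.5 / System: biochemical Apaf-1 apoptosome reconstitution / Measured by: Rh110 fluorescence, excitation 480 nm, emission 540 nm / Times: compound with Apaf-1, dATP, procaspase-3 30 min, then 50 min reaction, room temperature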
# SENP8 block-1: blocks human SENP8 cleavage of Nedd8 substrate; Q96LD8; recombinant SENP8, Nedd8 substrate fluorescence; inhibition, % at 20 µM; actives 0.64% (n = 360,000); AID 602440; in the data active = inhibition mostly above about 40%, no sharp cut-off; inactive = mostly below about 27%
# SENP8 block-2: SENP8 protease inhibition; Q96LD8; purified SENP8, Z-RLRGG-aminoluciferin cleavage, luminescence; inhibition, % at 10 µM; actives 1.2% (n = 330,000); AID 2540; in the data active = inhibition above about 50%
# SENP6 block: blocks the human protease SENP6; Q9GZR1; Recombinant SENP6 catalytic domain, aminoluciferin luminescence; inhibition, % at 10 µM; actives 1.8% (n = 330,000); AID 2599;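 active = inhibition above about 50% at the single tested dose, limit read from the data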;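 note: plate controls were DMSO wells with enzyme for no effect and DMSO wells lacking enzyme for full effect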
# SENP7 inh: blocks the human protease SENP7. recombinant SENP7, Z-RLRGG-aminoluciferin luminescence, 40 min. inhibition, % at 5 µM. actives 1.5% (n = 330,000). AID 434973;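 active = inhibition above about 50% at the single test dose, limit read from the data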;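 note: plate controls were DMSO with enzyme for no effect and no enzyme buffer wells for full effect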
# HKDC1 inh: HKDC1 (human) hexokinase inhibition; actives 0.16% (n = 340,000); inhibition, % at 20 µM; recombinant HKDC1, G6PDH/diaphorase resazurin coupled fluorescence;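 active = inhibition above about 35% when tested at 20 µM, limit read from the data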;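 note: plate controls were DMSO wells with enzyme for no effect and DMSO wells lacking enzyme for full effect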
#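 test system = in-house recombinant HK5 (HKDC1) enzyme | amount = HKDC1 at 5 µg/mL | control set = DMSO-enzyme wells negative, buffer-substituted wells positive | compound = one dose of 20 µM, 1% DMSO | schedule = reaction time 90 min, room temperature, protected from light | technique = resorufin fluorescence at 613 nm | reagent = glucose with 1 mM ATP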
# * marks the source's active call; other numbers are inactive results; x = no result given. Compounds as they come, and some 4.1% of all compounds hit somewhere here.
canonical_smiles	HKDC1 inh	PfG6PD inh	SENP1 inh	NLRP3 yeast inh	SENP8 block-2	Apaf1 inhib	SENP8 block-1	SENP7 inh	SENP6 block
O=C(CCSc1ccc(Cl)cc1)c1ccco1	4.1	16.8	-0.1	-24.1	-18.7	3.9	13.2	-12.2	-11.4
COc1ccc(Nc2nc(-c3cccs3)nc3ccccc23)cc1	-5.4	17.1	-0.3	21.9	-0.8	7.3	-157.7	5.8	-12.7
O=C(c1cccc(Br)c1)c1coc2ccc(O)cc12	-1.1	4.3	0.7	21.0	84.2*	2.8	17.5	72.2*	86.4*
COc1ccc(-c2noc(CN(C)C(=O)c3ccc4c(c3)OCO4)n2)cc1OC	-5.0	8.6	0.9	15.8	-4.2	11.8	14.7	-6.5	7.0
O=C(COc1ncnc2ccccc12)NCCCN1CCCC1=O	-5.3	2.2	-1.8	12.8	-1.2	9.1	-173.7	6.2	-16.9
CC(C)(C)N1CC(OC(N)=O)C1	-6.8	-0.6	1.7	18.4	1.2	0.4	10.9	-0.8	7.4
COc1ccc(S(=O)(=O)n2cnc(C)c2)cc1	-6.3	7.0	1.6	-2.4	-2.4	4.5	11.6	-5.4	-36.4
O=C(CN1C(=O)/C(=C\c2ccccc2Cl)Oc2ccccc21)NCc1cccnc1	-12.7	2.7	-1.9	31.1	-12.1	-0.6	-372.7	-10.4	-23.3
Cc1ccccc1C(=O)Nc1nc(SCc2ccc(Cl)cc2)n[nH]1	-0.1	26.2	-1.3	10.3	-11.7	12.1	10.6	10.1	-5.3
NC(=O)C1(N2CCCCC2)CCN(S(=O)(=O)c2cc(Cl)ccc2Cl)CC1	-1.3	-9.7	1.4	19.6	11.7	2.5	3.9	2.4	-1.7
Cc1cc(Cl)c(S(=O)(=O)N2CCN(c3ccccn3)CC2)cc1OCC(=O)NC1CCCCC1	-0.6	-11.1	-0.9	-7.9	-4.3	11.9	19.5	-1.8	5.7
CC1CCN(S(=O)(=O)c2ccc3c(c2)N(CC(=O)NCCN2C(C)CCCC2C)C(=O)CS3)CC1 (stereo not drawn)	-2.0	-4.2	-5.9	16.9	-6.1	9.4	21.6	2.6	-7.9
NNC(=O)C=C1CCN(c2ncc(C(F)(F)F)cc2Cl)CC1	-15.0	-44.5	-1.5	19.4	4.3	-12.1	-57.1	1.6	7.3
Cc1cc(S(=O)(=O)N2CCOCC2)ccc1OCC(=O)N1CCCCC1	-5.9	7.7	-0.3	-5.1	2.6	8.9	4.0	-1.2	14.6
S=C(CN1CCCC1=S)N1CCOCC1	-3.0	-1.8	0.7	8.3	1.9	-15.6	7.6	1.3	-28.9
CCN(C[C@H]1N[C@@](Cc2ccccc2)(C(=O)OC)[C@H]2C(=O)N(Cc3ccccc3)C(=O)[C@@H]12)C(=O)Nc1ccc(C)cc1	2.8	18.9	2.2	11.2	-6.3	25.1	6.6	-8.5	-9.1
N#CCC(N)=C(C#N)C#N	-0.3	-3.1	-21.5	7.8	-3.7	12.1	-8.9	-6.9	-4.5
Cc1cccc(NC(=O)Nc2ccc(F)cc2)n1	-1.0	2.7	5.4	30.9	1.8	4.7	6.3	5.1	-20.7
CCOc1ncccc1C(=O)OCC(=O)Nc1ccc(S(=O)(=O)N2CCOCC2)cc1	-9.3	17.3	2.8	18.5	-6.8	-7.9	8.1	2.4	2.9
CN(C)CCNC(=O)c1onc(CSc2ccc(F)c(F)c2)c1C(=O)NCCN(C)C	-0.2	-9.8	3.0	-7.7	-11.9	17.6	0.7	-14.2	-8.8
COc1ccccc1NC(=O)CSc1nc(=O)n2cc(C)ccc2n1	-3.7	-9.8	-0.1	17.9	-3.4	2.7	11.3	-7.7	-12.9
COc1ccc(-c2nnnn2-c2ccccc2OC)cc1	-11.0	54.6	0.8	17.5	-3.2	-1.5	9.2	-7.0	-11.4
Cc1ccc(CNC(=O)C2CCN(S(=O)(=O)N3CCCC3)CC2)cc1	-2.4	11.8	1.0	5.4	6.4	-4.6	-4.8	-7.1	0.6
COc1cccc(C2c3[nH]c4ccccc4c3C[C@H]3C(=O)N(c4ccccc4C(=O)N4CCC[C@H]4C(=O)O)C(=O)N23)c1 (stereo partly drawn)	-4.8	-9.2	-44.5	8.0	7.1	-4.5	27.0	-5.8	-1.6
COc1cc2c(cc1OC)C(CCc1ccccc1)=NCC2	-4.0	-3.1	-76.3	9.4	1.6	-5.9	-429.6	-4.9	6.0
COCCCN(Cc1ccco1)C(=O)CSc1nc2ncccc2[nH]1	-0.7	14.5	-4.8	9.4	5.9	0.5	4.1	2.7	5.0
CC(=O)Nc1ccc2c(c1)nc(CCN1CCC(C)CC1)n2C	7.4	-6.7	2.9	4.0	-0.4	-15.9	5.7	-1.8	0.9
COc1ccc(CCNC(=O)C2CCN(C(=O)c3cccs3)CC2)cc1	-12.0	4.5	1.7	23.1	-4.8	4.2	7.4	13.2	-3.1
Cn1cnc(C(=O)NCc2ccccc2)c1C(=O)NCc1ccccc1	-1.6	-0.3	-4.4	24.6	-18.8	7.4	1.7	-3.2	-4.6
Cc1cc(C)c(NC(=O)/C=C\C(=O)O)c([N+](=O)[O-])c1	-0.3	-11.3	0.1	10.4	0.8	-9.6	20.2	7.3	-19.1
COc1ccc(S(=O)(=O)N(C)C[C@H]2Oc3c(NC(=O)Nc4ccccc4)cccc3C(=O)N([C@H](C)CO)C[C@@H]2C)cc1	-6.1	4.8	1.5	x	x	x	4.6	x	x
CC(C)C(NS(=O)(=O)c1cccs1)C(=O)NCCCN1CCCCCC1 (stereo not drawn)	-6.8	-0.9	-10.8	13.0	-10.1	12.3	28.4	-4.8	-26.8
CCOC(=O)c1sc(Nc2ccccc2Cl)nc1C	27.3	-3.8	2.7	28.9	27.6	18.9	-106.5	41.6	62.6*
O=C(CCC(=O)N(CC(=O)NC1CCCC1)c1ccc(F)cc1)Nc1nccs1	-1.2	-2.2	0.2	4.7	3.6	0.7	12.1	3.3	-7.6
COc1ccc(Nc2cc(C(=O)NCc3cccnc3)c3ccccc3n2)c(OC)c1	x	x	x	6.7	2.8	-0.7	x	7.8	-4.8
c1csc(-c2noc(CN3CCN4CCCC4C3)n2)c1 (stereo not drawn)	-6.1	-13.5	1.1	-2.3	0.5	-12.9	3.0	11.2	19.7
Cn1ncc2c(N)nc(NCCO)nc21	-8.9	-0.3	-0.5	x	x	x	8.6	x	x
COc1ccc(S(=O)(=O)Nc2ccc3oc(C)c(C(C)=O)c3c2)cc1	4.4	-11.6	0.6	3.4	-3.0	4.7	3.7	-4.9	-7.9
COCCn1c(N)c(N(Cc2ccccc2)C(=O)COc2ccc(F)cc2Cl)c(=O)[nH]c1=O	-5.2	-13.7	2.9	15.4	-8.9	5.3	5.3	-1.4	-2.5
O=C(NC(=S)NCc1nc2ccccc2[nH]1)c1ccc(F)cc1	-6.3	-2.0	-6.7	-3.9	8.4	-15.3	-245.1	6.7	-3.0
COc1ccc(/C=N/NC(=O)CN2CCCc3ccccc32)c(OC)c1	-0.8	10.0	14.8	2.2	-2.8	2.4	6.4	1.4	4.5
COc1cccc(C2/C(=C(/O)c3ccc(F)cc3)C(=O)C(=O)N2CCN(C)C)c1 (stereo not drawn)	-8.1	14.3	1.4	-2.6	-1.2	-6.4	0.9	-2.9	-29.8
NC(=O)Nc1ccc2c(c1)OCCO2	-6.7	-19.2	3.2	15.7	1.2	6.4	14.2	4.5	-3.7
Cc1occc1C(=O)Nc1nnc(C(F)(F)F)s1	5.1	15.6	2.1	-1.1	-10.9	4.3	0.4	8.9	-40.9
Cc1cc(C(=O)NNc2ccc(Cl)cc2)no1	2.3	2.4	-1.2	38.0	-5.4	1.6	-114.9	-1.0	-13.6
O=C(CSc1nnc(-c2ccc3c(c2)OCO3)o1)Nc1c(F)cccc1F	4.3	2.4	-1.6	10.9	-8.0	-3.1	11.6	-5.9	-12.9
CC1(C)C2CCC1(C)C(OC(=O)CCn1ccnc1)C2 (stereo not drawn)	-7.2	-8.4	-0.4	6.7	-4.1	6.2	22.1	5.3	-1.2
O=C(CSc1nc(O)c(Cc2ccccc2F)c(=O)[nH]1)N1CCCCCC1	1.6	-0.4	2.9	13.0	-3.6	1.5	20.2	-5.6	2.5
Cc1ccc(OCC(=O)N/N=C2/SCC(=O)N2Cc2ccccc2)cc1	-14.3	-5.9	3.5	2.9	-6.7	5.5	8.8	-4.0	-20.2
O=c1c2ccccc2nc(COc2ccccc2)n1/N=C/c1ccco1	-3.3	4.5	-4.6	27.7	-3.3	10.3	-18.2	8.4	-10.6
O=C(Cc1ccccc1)NC(NCCc1ccccc1)C(Cl)(Cl)Cl (stereo not drawn)	-6.6	-4.1	0.5	-3.3	4.1	15.0	22.5	4.5	-2.7
Cc1cc(=O)n(C)c(=O)n1CCCCCCOc1cccc([N+](=O)[O-])c1	-0.3	-9.4	1.1	16.7	-9.1	4.8	8.7	-4.4	-18.0
Cc1ccc2nc(NS(=O)(=O)c3cn(C)nc3C)sc2c1	-3.1	-6.9	2.6	-0.2	-0.3	-9.9	2.2	1.9	-0.5
CCn1c(CN2CCN(C(c3ccccc3)c3ccccc3)CC2)nc2c1c(=O)n(C)c(=O)n2C	-1.9	7.6	-8.0	5.5	-10.7	19.5	10.4	-15.0	-0.2
COc1cccc(C=CC(=O)C=CC=Cc2ccccc2)c1	-4.9	-8.5	2.4	x	x	x	-38.5	x	x
COc1nc(NC2CCCCC2)nc(N2CCCCCC2)n1	11.1	-10.7	0.8	2.5	-6.3	15.5	38.0	0.4	6.1
COc1ccc(Cl)cc1C(=O)Nc1cc(=O)n(C)c(=O)n1C	-8.7	4.9	-0.2	2.1	-11.9	12.1	6.7	-11.4	-24.2
CC(C)c1cc(C(=O)Nc2cc(Cl)ccc2O)no1	-8.2	28.0	2.9	48.9	4.7	-1.6	6.2	20.5	-19.4

# Ordered by length of the SMILES (low to high): part of the list above
canonical_smiles	HKDC1 inh	PfG6PD inh	SENP1 inh	NLRP3 yeast inh	SENP8 block-2	Apaf1 inhib	SENP8 block-1	SENP7 inh	SENP6 block
O=C(Cc1ccccc1)NC(NCCc1ccccc1)C(Cl)(Cl)Cl (stereo not drawn)	-6.6	-4.1	0.5	-3.3	4.1	15.0	22.5	4.5	-2.7
O=C(CCC(=O)N(CC(=O)NC1CCCC1)c1ccc(F)cc1)Nc1nccs1	-1.2	-2.2	0.2	4.7	3.6	0.7	12.1	3.3	-7.6
Cc1cc(=O)n(C)c(=O)n1CCCCCCOc1cccc([N+](=O)[O-])c1	-0.3	-9.4	1.1	16.7	-9.1	4.8	8.7	-4.4	-18.0

# Screening results as filed in PubChem BioAssay.
